AID2073: disruptors of CaV2.2 binding to Mint1 – biochemical, HTRF (AID 2073); HTRF protein-protein interaction, Mint1-CaV2.2; higher % means a stronger effect; inhibition, % at 20 µM, or IC50 in µM where a hit was titrated; 0.19% of 290,000 active; in the data active = inhibition mostly above about 51%, no sharp cut-off; inconclusive = no clear call, values can overlap the other calls; inactive = mostly below about 53%; note: some results filed as inactive read as strong as hits
Yfh1-off respiration: mitochondrial function rescue without frataxin homolog – Friedreich's ataxia, plus single-dose screen, dose response (AID 1465) | S. cerevisiae Yfh1-off respiration, WST-1 reduction, 72 h; higher fold induction means a stronger effect | fold induction at 50 µM, or EC50 in µM where a hit was titrated | 0.074% of 220,000 active;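 active = fold induction of absorbance versus untreated yeast above a set limit, then at least 30% activation at any dose in follow-up; inconclusive = repeats straddling the limit, or above it without dose testing; inactive = fold induction below the set limit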;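 note: activators that raise dye reduction in frataxin-depleted yeast; strong numbers were not always called active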
bCat nuc transl: modulators of beta-catenin nuclear translocation; AID 1665; nuclear translocation activity, % at 5 µM; HeLa beta-catenin nuclear translocation, immunofluorescence imaging; 0.3% of 190,000 active;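 active = nuclear translocation activity above 50% at 5 µM, with a well cell count of 50 or more; inconclusive = wells under 50 cells across six images, flagged as toxic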;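 note: per-cell ratio of nuclear to cytoplasmic median beta-catenin stain intensity; plate controls were DMSO negative control for no effect and GSK-3 inhibitor IX positive control for full effect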
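Test system: HeLa cells, endogenous beta-catenin; Compound: single 5 µM dose plus 0.02–20 µM confirmation series; Times: compound exposure 24 h at 37°C; Signal: fluorescence imaging of beta-catenin antibody stain plus DAPI; Read-out: % activation, nuclear-to-cytoplasmic median beta-catenin signal ratio per cell.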
Dynein cargo inh: blocks dynein driven cargo transport along microtubules | 3617.4 mouse cells, GR-EGFP nuclear translocation imaging; test concentration mostly 20 µM; stimulated with dexamethasone, 1 µM; hits give low values | z-score, hits read low | 0.47% of 220,000 active | AID 1381;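 active = plate z-score of nuclear minus cytoplasmic receptor signal below a set negative limit, without overly bright fluorescence or cell loss, cut at about -3.5 in these data, passing the limit was not always enough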;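 note: z-score of nuclear minus cytoplasmic ring GR-EGFP intensity difference per well; some compounds called inactive have numbers as strong as hits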
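medium = tetracycline-free induction medium containing charcoal-stripped FBS | also added = 1.0 µM final dexamethasone stimulus | schedule = 48 h induction, 1 h compound, 30 min dex at 37 °C | technique = fixed, Hoechst-stained cells imaged at 10x for EGFP | measure = GR-EGFP nuclear translocation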
WT yeast gro inh: growth inhibition of WT yeast, mitochondrial fusion screen | mitochondrial fusion phenotypic screen, WT strain | inhibition, % at 10 µM | 2.1% of 190,000 active; in the data active = inhibition above about 58%; tested in S. cerevisiae
MT stabilize HCS: microtubule stabilization, imaging screen; 0.83% of 200,000 active; HeLa tubulin immunostaining HCS, 24 h; share of cells brighter than vehicle mean+2SD; % tubulin-high responders, % at 10 µM; AID 2205;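 active = plate Z-score above 3 for both tubulin-high and condensed-nucleus cell shares, with cell loss under 80%, at 10 µM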;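 note: anti alpha tubulin signal scored within the nucleus-defined area of each cell; some results filed as inactive read as strong as hits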
Autophagy HCS: alters autophagy in cells. calls only at 10 µM (by protocol). AID 463193. MEF GFP-LC3 puncta imaging; test concentration mostly 10 µM. 0.98% of 190,000 active;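 active = percentage of spot-positive cells more than 3 SD above its plate mean, without a fluorescence outlier flag or 80% toxicity; inconclusive = no clear call, values can overlap the other calls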;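 note: spot-positive cell cutoff set from DMSO-treated cells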
HIV fusion peptide: inhibitors of HIV fusion peptide binding, primary screen, biochemical, uHTS, fluorescence dequenching (AID 1986). cell-free peptide binding, fluorescence dequenching, 30 min; higher % means a stronger effect. inhibition, % at 20 µM; hits with a dose series show IC50 in µM. 0.3% of 290,000 active; in the data active = inhibition mostly above about 52%, no sharp cut-off; inactive = mostly below about 76%; note: some results filed as inactive read as strong as hits
Insulin prom up: MIN6 insulin promoter up-regulation. MIN6 insulin promoter-GFP reporter, high-content imaging; hits give high values. 0.3% of 190,000 active. z-score at 5 µM;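 active = z-score above 3 at 5 µM with at least 500 cells counted in the well; inconclusive = wells under 500 cells, flagged as cytotoxic or low count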
WT yeast gro inh mutant strain: also measured in WT yeast gro inh; calls as there; inhibition, %; mitochondrial fusion phenotypic screen, mutant strain inhibition
Dynein cargo inh cytoplasmic EGFP: recorded beside Dynein cargo inh, whose call it bears; z-score; measured here: cytoplasmic GR-EGFP intensity; hits give high values
Dynein cargo inh nuclear GR-EGFP: second read-out of Dynein cargo inh, no call of its own (marks repeat the call); z-score; measured here: nuclear GR-EGFP intensity;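 lower value marks the stronger effect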
Dynein cargo inh cell count: further read-out of Dynein cargo inh, marked with its call; z-score; measured here: cell count per field
Insulin prom up cell count: also measured in Insulin prom up; calls as there; cell count; measured here: cytotoxicity, nuclei count;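 total cells summed across four imaged fields per well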
bCat nuc transl cell count 5 µM: further read-out of bCat nuc transl, marked with its call; cell count; measured here: cell count, cytotoxicity flag
MT stabilize HCS Hoechst-high %: also measured in MT stabilize HCS; calls as there; % Hoechst-high responders; measured here: nuclear condensation Hoechst responders;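 share of cells brighter than vehicle mean plus two SD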
MT stabilize HCS cytotoxicity %: further read-out of MT stabilize HCS, marked with its call; toxicity, %; measured here: cytotoxicity by cell density;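 0% = mean cell density of plate MIN control wells and 100% = no cells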
Autophagy HCS cell loss 18 h: further read-out of Autophagy HCS, marked with its call; toxicity, %; measured here: cell loss, nuclei count;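 cell loss after 18 h compound exposure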
Starred values were filed as active, the others as inactive; i = inactive; u = inconclusive; x = no result given.

SMILES	AID2073	Yfh1-off respiration	bCat nuc transl	bCat nuc transl cell count 5 µM	Dynein cargo inh	Dynein cargo inh cytoplasmic EGFP	Dynein cargo inh nuclear GR-EGFP	Dynein cargo inh cell count	WT yeast gro inh	WT yeast gro inh mutant strain	MT stabilize HCS	MT stabilize HCS Hoechst-high %	MT stabilize HCS cytotoxicity %	Autophagy HCS	Autophagy HCS cell loss 18 h	HIV fusion peptide	Insulin prom up	Insulin prom up cell count
C=CCn1c(CSCc2ccc(C)cc2)nnc1SCC(=O)NCc1ccccc1	17.4%	i	x	x	-0.502	-0.0068	-0.217	0.55	-4.8	1.1	1.2	1.2	5.2	i	-5.5	-1.0%	x	x
O=C(O)c1ccc2c3c(ncnc13)-c1ccccc1C2=O	-12.8%	x	-8.5	744	1.12	0.0609	1.3	-1.91	-11.2	5.0	12.9	1.7	36.7	i	23.4	1.5%	0.47	1323
COc1cc(CC(=O)Nc2ccccc2N2CCCCC2)cc(OC)c1OC	4.8%	i	-2.4	1082	-0.00179	-0.131	0.0822	0.174	10.7	-2.4	4.5	1.7	5.4	i	-9.7	0.3%	-0.62	1354
Cc1ccc(S(=O)(=O)N2CCC(=O)N(C(COCc3cccc(C(F)(F)F)c3)Cc3ccccc3)CC2)cc1 (stereo not drawn)	6.4%	i	x	x	-1.6	-0.279	-0.12	0.65	-0.1	-2.0	3.8	1.9	5.0	i	-32.3	-0.9%	-1.53	1217
COc1ccc(C(=O)CC(c2ccccc2)C2C(=O)CCCC2=O)cc1 (stereo not drawn)	33.1%	i	x	x	0.762	-0.221	0.667	-0.0796	-6.4	7.7	2.1	1.3	9.6	i	22.1	-1.9%	-1.04	993
Cn1cccc1C(=O)NC(=O)COC(=O)c1ccccc1Sc1ccccc1C#N	36.0%	i	-4.3	929	-0.738	-0.109	-0.28	0.65	12.5	10.5	1.5	1.2	10.4	i	49.9	-2.4%	0.06	1302
c1ccc(CSc2ccc3nnc(-c4cccnc4)n3n2)cc1	8.9%	i	-1.4	927	-0.687	-0.305	-0.606	0.876	7.5	2.4	2.6	3.2	6.4	i	5.0	-1.2%	-0.59	1324
O=C(O)CCSc1nnnn1-c1ccccc1	-2.2%	i	0.1	1091	-0.178	-0.216	0.213	-0.113	8.4	15.1	5.2	3.3	11.1	i	-17.5	2.2%	0.33	1196
Nc1nonc1-c1noc(-c2ccc(Br)o2)n1	8.0%	x	0.0	1306	-0.997	-0.114	-0.599	0.491	-18.9	-58.8	8.0	2.2	9.2	i	11.8	-3.0%	-0.92	1638
CN(c1cccc(NC(=O)Nc2ccc(Cl)cc2)c1)S(C)(=O)=O	-6.6%	x	-1.6	1350	2.15	-0.264	1.48	-1.31	96.2*	-6.7*	0.5	1.8	7.9	i	5.9	-1.8%	0.37	1569
COc1ccc(OCC(=O)Nc2cccc(NC(=O)COc3ccc(OC)cc3)n2)cc1	11.9%	i	3.7	1174	0.723	-0.216	0.404	-0.777	20.6	30.0	3.5	1.9	3.7	i	-4.4	-3.3%	-0.03	1307
O=C(Nc1ccc(C(F)(F)F)cc1)c1ccccc1Br	3.0%	i	-1.2	1109	-0.279	-0.304	-0.299	0.572	7.3	15.2	1.5	2.2	13.6	i	4.4	5.7%	0.85	1318
CCOC(=O)c1ccc2c(c1)nc(SCC(=O)c1ccco1)n2CC	-17.0%	i	-1.5	819	-0.0658	-0.146	-0.215	0.121	1.7	4.8	0.7	1.1	2.1	i	-4.4	-0.8%	0.23	1198
Cc1cc(=O)[nH]c(SCC(=O)c2ccc(C)c(C)c2)n1	-2.4%	i	-0.2	838	0.276	-0.225	0.496	-0.327	0.5	11.7	8.3	1.7	5.7	i	19.8	0.6%	0.36	1331
O=C(O)c1cccc(-n2nnnc2SCc2ccccn2)c1	-3.1%	i	-0.7	929	0.116	-0.13	0.136	0.456	-4.7	-0.6	3.3	3.0	6.9	i	-10.7	-1.3%	1.03	1266
O=C1NC(=S)SC1=C1CCCC1	6.9%	i	x	x	0.0694	-0.0137	-0.123	0.732	11.2	20.7	4.6	1.9	7.8	i	-8.3	17.9%	0.07	986
CC(OC(=O)c1ccc(S(=O)(=O)N(C)c2ccccc2)cc1)C(=O)NCCC1=CCCCC1 (stereo not drawn)	3.4%	i	0.8	988	-0.835	-0.24	-0.724	1.16	-0.7	-3.0	1.2	3.8	8.3	i	-1.7	-1.6%	x	x
COc1ccc(C2CC(c3ccccc3)=NN2C(=O)COC(=O)c2cccc(S(=O)(=O)N3CCOCC3)c2)cc1 (stereo not drawn)	34.6%	i	-2.0	1065	0.429	0.416	0.689	-1	-11.6	7.3	4.2	3.2	9.4	i	11.0	0.0%	-0.28	1303
NNc1nc(-c2ccccc2)c2ccccc2n1	-9.3%	i	0.6	1430	-0.365	-0.183	-0.57	0.477	11.1	-9.2	1.8	2.8	10.4	i	-2.8	-1.5%	0.07	1419
Cc1cccc(/C=C(\C(=O)C(=O)O)c2ccc3ccccc3n2)c1	13.3%	i	-1.7	1093	0.0166	-0.04	0.319	-0.0192	-13.2	14.3	7.0	2.7	6.4	i	-10.7	11.8%	-0.09	1224
CC1CCCN(CCCNC(=O)c2cc3c(Cl)nc4ccccc4c3s2)C1 (stereo not drawn)	9.1%	i	0.7	1071	0.936	1.77	0.878	-0.634	13.4	-1.8	4.9	5.5	9.0	i	40.7	0.1%	-1.21	1226
COc1ccc(C(=S)N2CCCC2)cc1C	-0.6%	i	-2.7	1137	0.15	-0.208	0.176	0.114	3.1	7.9	1.6	1.0	8.1	i	5.3	-0.7%	0.6	1122
O=C(CCN1C(=O)C2C3C=CC(C3)C2C1=O)NCc1cccnc1 (stereo not drawn)	3.1%	i	0.0	1065	-0.0129	-0.376	-0.0875	0.603	5.4	2.1	6.1	2.2	11.6	i	-6.9	0.8%	-0.78	1785
Cc1onc(-c2ccccc2)c1C(=O)NCCc1ccc(Cl)cc1	-1.8%	i	-0.2	1386	-0.822	-0.211	-0.235	0.342	x	x	2.1	1.2	3.6	i	1.0	0.7%	-0.2	1198
O=c1c(/C=C(\O)c2ccccc2)nc2ccccc2n1-c1ccccc1	20.0%	i	1.8	1189	0.227	-0.0203	0.228	0.624	26.3	6.3	2.1	1.5	6.3	u	x	119.0%	1.95	904
CC1CCN(c2ccccc2NC(=O)c2ccc(F)cc2)CC1	-4.8%	i	x	x	-0.265	-0.166	0.167	0.175	72.4*	46.6*	1.0	1.2	5.2	i	-6.3	-2.3%	1.05	842
C#CCn1c(=NC(=O)CN2C(=O)CCC2=O)sc2cccc(C)c21	3.8%	i	x	x	1.26	-0.114	1.07	-0.469	8.9	-6.2	4.1	3.0	3.5	i	4.8	0.2%	-0.41	846
Cc1ccc(/S(C)=N/S(=O)(=O)c2ccc(C)cc2)cc1 (stereo not drawn)	1.6%	i	-2.1	1354	-0.527	-0.181	-0.197	0.892	12.7	18.7	2.6	2.4	5.9	i	3.4	1.9%	-0.64	1674
COC(=O)/C=C/c1ccc(-n2ccnc2)cc1	-7.0%	i	-0.1	1060	-0.769	-0.34	-0.155	0.268	-4.9	18.0	5.8	2.4	6.1	i	2.4	-0.4%	0.11	1209
O=C(CSc1nnc(-c2ccc(O)cc2)n1Cc1ccco1)c1cccs1	-2.2%	i	-0.3	1081	0.474	-0.323	-0.127	0.625	6.0	-10.9	6.7	2.6	8.1	i	53.2	3.7%	0.98	777
CCNC(=S)N1CCN(S(=O)(=O)c2cccc(C(F)(F)F)c2)CC1	-4.7%	i	-0.8	945	0.686	-0.22	0.5	-1.02	-4.1	14.3	1.3	2.4	4.2	i	5.1	0.7%	0.27	1362
COc1cccc(C(=O)N(c2ccccc2)C2C=CS(=O)(=O)C2)c1 (stereo not drawn)	6.2%	i	1.9	1067	0.262	-0.216	0.254	0.698	1.1	-8.6	3.7	2.6	5.8	i	2.6	-1.1%	-0.07	1259
CC(=O)c1cccc(NC2c3ncccc3C(=O)N2Cc2ccco2)c1 (stereo not drawn)	18.9%	u	-0.7	1394	0.157	-0.243	0.21	0.121	-6.8	-3.0	3.3	1.8	9.9	i	12.9	2.8%	0.51	1677
CCOC(=O)C(CC)Sc1nc2c(c(=O)[nH]c(=O)n2C)n1CCc1ccccc1 (stereo not drawn)	-15.8%	i	-3.0	1156	-0.0123	-0.147	0.473	-0.876	-7.7	-16.6	3.9	2.9	11.3	i	16.2	-1.7%	-1.15	1076
O=C(CSc1nc2ccccc2n1-c1ccccc1)Nc1ncc(Cl)cc1Cl	-1.9%	x	4.8	744	-0.728	0.362	-0.454	-0.119	-11.2	-11.6	7.0	1.0	3.3	i	6.6	1.1%	-0.33	1275
Nn1c(Cc2cccc3ccccc23)nnc1SCc1ccccc1	-2.9%	i	-3.6	527	-0.157	-0.23	0.0621	0.134	-5.2	-14.7	3.8	2.1	4.4	i	4.3	-0.2%	1.13	1322
O=C(NCC(c1cccnc1)N1CCN(c2ccccc2F)CC1)c1cccc(Cl)c1 (stereo not drawn)	4.1%	i	x	x	3.35	0.235	2.23	-2.04	19.4	20.5	1.2	1.0	10.6	i	5.1	-1.7%	-1.4	933

Compound activity (PubChem BioAssay)
